# MITF act = activators of MITF-driven TRPM1 promoter activity in SK-MEL-5 cells; SK-MEL-5 TRPM1-promoter luciferase, 24 h; % of positive control, neutral wells = 0; activation, % at 12.5 µM; 300,000 tested, 0.75% active; AID 588334;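 active = mean activation of at least 80% with every replicate also reaching 80%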;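 also: 0% = neutral control wells and 100% = parthenolide positive control wells; values of inactives mirror those of a sister screen read the other way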
# CAL PDZ FP-1 = inhibitors of human CAL PDZ peptide binding | Q9HD26 | purified CAL PDZ, TMR-peptide fluorescence polarization, 1 h | inhibition, % at 20 µM | 330,000 tested, 0.02% active | AID 504414;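 active = highest replicate inhibition of at least 40%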;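 also: plate controls were DMSO neutral control wells for no effect and unlabeled competitor peptide control wells for full effect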
#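 material = purified tagged CAL PDZ domain construct (CerCALP) | buffer or medium = sodium phosphate/NaCl buffer pH 7.4 with TCEP, IgG, Thesit | reagent = TMR-labelled reporter peptide T*-PRC34 bound in PDZ groove | incubation = 1 h room-temperature incubation prior to read | measured by = fluorescence polarization (mP) | evaluation = percent inhibition from loss of millipolarization | control set = unlabelled peptide and DMSO controls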
# dFosB act = enhances mouse delta FosB homodimer DNA binding | P13346 | purified delta FosB, TAMRA-CDK5 oligo fluorescence polarization; percent of positive-control signal above neutral wells | activation, % at 25 µM | 340,000 tested, 0.99% active | AID 493131;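 active = mean activation above about 17%, with every replicate also reaching it, limit read from the data, passing the limit was not always enough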;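 also: fluorescence polarization rise as delta FosB binds a TAMRA Cdk5 AP-1 oligo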
# CAL PDZ FP-2 = CAL PDZ (human) peptide binding inhibition; Q9HD26; purified CAL PDZ, TMR-peptide fluorescence polarization, 1 h; inhibition, % at 24.9 µM; 300,000 tested, 0.92% active; AID 602252;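 active = mean inhibition of at least 30% with at least half of replicates also reaching 30%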;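 also: 0% = DMSO neutral control and 100% = excess unlabeled competitor peptide PRC23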
# NSD2 HMT inh = NSD2 (human) methyltransferase inhibition. NSD2 peptide methylation, AlphaScreen, 120 min. inhibition, % at 12.5 µM. 310,000 tested, 0.54% active. AID 743445; in the data active = inhibition above about 50%
# SR-BI uptake up = SR-BI HDL lipid transfer activation; CHO ldlA[mSR-BI] cells, DiI-HDL uptake fluorescence, 3 h; 100 = double the neutral-control signal; activation, % at 12.5 µM; 320,000 tested, 0.096% active; AID 504775;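 active = mean replicate activation of at least 60% and every replicate at or above 60%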;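 also: 0% = median plate neutral-control signal and 100% = twice that signal; values of inactives mirror those of a sister screen read the other way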
#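 System: CHO ldlA[mSR-BI] cells / Medium: HEPES-buffered (25 mM, pH 7.4) F12 plus 0.5% BSA / Probe or stimulus: labelled HDL, 10 µg/mL / Doses: single compound concentration, delivered by pin transfer / Schedule: 3 h, 37 °C / Measured by: DiI fluorescence, bottom read / Measure: cell-associated DiI fluorescence as measure of HDL uptake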
# Rtt109 Vps75 = inhibitors of Candida albicans Rtt109/Vps75 histone acetyltransferase; Q5AAJ8; purified Rtt109/Vps75, ThioGlo CoA-SH fluorescence, 4 h; inhibition, % at 34.9 µM; 330,000 tested, 0.16% active;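 active = inhibition of at least 50% in every replicate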
# Target sequence (Q5AAJ8 whole entry, looked up): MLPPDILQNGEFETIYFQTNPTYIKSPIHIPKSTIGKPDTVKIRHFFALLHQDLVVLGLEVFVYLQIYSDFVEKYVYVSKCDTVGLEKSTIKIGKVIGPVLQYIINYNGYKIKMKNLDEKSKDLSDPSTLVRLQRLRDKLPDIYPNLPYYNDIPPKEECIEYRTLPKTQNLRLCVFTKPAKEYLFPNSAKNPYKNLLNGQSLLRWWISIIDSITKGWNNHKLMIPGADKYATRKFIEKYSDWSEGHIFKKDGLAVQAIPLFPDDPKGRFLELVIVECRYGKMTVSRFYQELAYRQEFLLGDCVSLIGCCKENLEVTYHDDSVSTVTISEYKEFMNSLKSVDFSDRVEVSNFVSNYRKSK
# PvdQ inh = blocks Pseudomonas aeruginosa PvdQ acylase activity; 340,000 tested, 0.063% active; purified PvdQ acylase, fluorescence plate reader; inhibition, % at 10 µM; in the data active = inhibition above about 30%, passing the limit was not always enough;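 also: 0% = vehicle neutral wells and 100% = reference inhibitor wells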
# SR-BI HDL uptake = inhibitors of mouse SR-BI mediated HDL lipid uptake | Q61009 | ldlA[mSR-BI] CHO cells, DiI-HDL uptake fluorescence, 3 h | AID 488896 | 320,000 tested, 0.96% active | inhibition, % at 12.5 µM;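 active = mean replicate inhibition of at least 70% and a set share of replicates each scoring 70 or more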;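 also: 0% = median of neutral control wells and 100% = median of positive control wells; values of inactives mirror those of a sister screen read the other way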
# Target sequence (Q61009 whole entry, looked up): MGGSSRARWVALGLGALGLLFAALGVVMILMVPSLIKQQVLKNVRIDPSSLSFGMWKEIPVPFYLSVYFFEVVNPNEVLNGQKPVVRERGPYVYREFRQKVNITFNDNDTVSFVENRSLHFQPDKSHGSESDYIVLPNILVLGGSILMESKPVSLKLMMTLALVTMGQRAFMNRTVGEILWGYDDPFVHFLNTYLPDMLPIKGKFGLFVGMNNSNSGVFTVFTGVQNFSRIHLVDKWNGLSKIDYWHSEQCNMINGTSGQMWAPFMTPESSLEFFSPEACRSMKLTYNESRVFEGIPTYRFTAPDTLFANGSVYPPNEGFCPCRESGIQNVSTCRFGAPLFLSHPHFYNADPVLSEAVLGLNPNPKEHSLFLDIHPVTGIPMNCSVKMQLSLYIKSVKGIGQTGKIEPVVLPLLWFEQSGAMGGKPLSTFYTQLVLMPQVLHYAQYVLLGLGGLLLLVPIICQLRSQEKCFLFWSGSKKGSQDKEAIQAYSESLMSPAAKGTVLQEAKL
# PfHsp90 set2 = inhibits growth of yeast expressing Plasmodium falciparum Hsp90; inhibition, % at 9.4 µM; AID 504621; 310,000 tested, 0.32% active; S. cerevisiae expressing PfHsp90, BacTiter-Glo ATP, 48 h; yeast lacking PDR1 and PDR3 efflux regulators;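 active = every replicate shows inhibition above about 80%, whatever the replicate mean, limit read from the data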;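 also: 0% = DMSO neutral controls and 100% = 20 µM radicicol positive controls; yeast relying on Plasmodium falciparum Hsp90 in place of its own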
# The depositor's hits bear a star; . = no result given.
MITF act,CAL PDZ FP-1,dFosB act,CAL PDZ FP-2,NSD2 HMT inh,SR-BI uptake up,Rtt109 Vps75,PvdQ inh,SR-BI HDL uptake,PfHsp90 set2,molecule
-10,-0.5,-5,-1,.,28,0,-9,-28,2,O=C(NCc1nc2ccccc2[nH]1)C1=C[C@H](C2CCCCC2)C[C@H](OCc2ccc(CO)cc2)O1
7,.,-2,5,-2,12,12,-8,-12,25,O=C1CC(c2ccccc2)CN1C(=O)c1ccccc1 (stereo unspecified)
-21,-0.4,-16,-1,0,-10,4,-12,10,0,COc1cc(/C=C2\CCC(C)C3=C(c4cc(OC)c(OC)c(OC)c4)C(C#N)=C(N)OC32)cc(OC)c1OC (stereo unspecified)
.,-1.1,4,-21,-1,4,.,-1,-4,6,COc1cc(C(=O)Nc2ccc(OCC(=O)O)cc2)cc(OC)c1OC
13,-1.6,1,-4,3,0,-5,-5,0,9,Cc1ccc(S(=O)(=O)N(C)C)cc1NC(=O)COC(=O)/C=C/c1ccc(F)cc1
28,-4.1,3,-6,.,-59,-2,9,59,-3,Cc1ccc(-c2nc3ccccc3[nH]2)cc1NC(=O)c1ccc2c(c1)OCO2
-5,0.0,-2,3,-2,-2,0,-13,2,4,CNC(=O)COC(=O)[C@@H](Nc1ccc(S(=O)(=O)N2CCOCC2)cc1[N+](=O)[O-])C(C)C
-4,-0.6,-11,-3,-1,11,4,-5,-11,-28,CCCc1ccc2oc(C(=O)N3CCN(CC(=O)NC(C)C)CC3)c(C)c2c1
1,-1.8,-14,0,1,-32,1,-1,32,5,Cc1cc(C)c(-c2csc(NC(=O)c3cc([N+](=O)[O-])ccc3N3CCOCC3)n2)c(C)c1
-9,-2.5,-18,6,.,.,0,-4,.,3,O=C(O)c1cccc(-n2cccc2/C=C/[N+](=O)[O-])c1
0,-0.2,1,0,-1,-54,9,4,54,-27,CCOC(=O)c1cc2c(OC)ccc(OC)c2n1CC(=O)c1ccccc1
-4,.,-2,-1,-1,-5,4,5,5,3,O=C(Nc1ccc(Cl)c(Cl)c1)N1N=CCC1c1ccccc1 (stereo unspecified)
5,0.3,-3,7,.,-45,1,4,45,10,CCSc1ccc([C@@H]2[C@H]3C(=O)N(CC)C(=O)[C@H]3[C@]3(C(=O)OC)CCCCN23)cc1
-2,-2.5,3,-18,-1,-45,-8,9,45,-2,COc1ccccc1/C=C/C(=O)OCC(=O)N1CCN(S(=O)(=O)c2ccc(C)cc2C)CC1
-17,-2.6,-9,-5,3,1,10,-6,-1,1,COc1ccc(C(C(=O)NC(C)(C)C)N(C(=O)CCC(=O)Nc2cc(C)on2)c2c(C)cccc2C)cc1 (stereo unspecified)
-14,-0.1,-3,-14,-1,-27,4,-15,27,18,COC(=O)c1sccc1NC(=O)CSc1ccccc1NS(=O)(=O)c1ccccc1Cl
.,-0.7,-4,-3,1,6,-7,-14,-6,6,COc1ccccc1NS(=O)(=O)c1ccc(C)c(C(=O)NCC2CCCO2)c1 (stereo unspecified)
7,-0.1,2,7,2,-16,.,4,16,-7,COc1cc(NC(=O)c2ccc(F)cc2)c(OC)cc1NC(=O)CN1CCOCC1
-8,-2.3,66*,6,0,-45,1,1,45,-18,COc1cc(/C=N\NC(=O)c2ccc(-c3ccccc3)cc2)ccc1OCC(N)=O
8,-3.8,-7,-4,23,25,-3,3,-24,-7,Cn1c(C(=O)OC(C(=O)NCC2CCCO2)c2cccnc2)cc2sccc21 (stereo unspecified)
-11,-0.5,-10,-3,.,-47,0,-13,47,11,CC1CCN(c2ccccc2NC(=O)c2ccc(Br)o2)CC1
-5,-0.2,-9,.,-2,3,9,2,-3,-7,O=C1SCCC1NS(=O)(=O)c1ccccc1[N+](=O)[O-] (stereo unspecified)
9,-0.1,-7,7,.,12,0,0,-12,4,C[C@H]1CN([C@@H](C)CO)C(=O)c2cccc(NC(=O)c3cnccn3)c2O[C@@H]1CN(C)S(=O)(=O)c1ccc(F)cc1
18,-3.8,-1,-1,-1,.,1,-28,.,-2,COc1ccc(-c2nnc(NC(=O)c3cccs3)s2)c(OC)c1
3,-0.6,2,14,11,-40,-4,-11,40,3,Cc1cc([N+](=O)[O-])nn1CC(=O)N1CCOCC1
-3,0.4,-10,-4,1,15,9,21,-15,-3,COc1ccc(C(C)(C)C)cc1NC(=O)CNc1cccc2ccccc12
.,-3.7,0,-2,-5,11,2,12,-11,15,COc1ccc(CCNC(=O)NC2CCCCC2)cc1
-8,1.1,0,3,-2,.,-3,5,.,22,CC(C)NC(=O)C1CCN(C2CCN(C(=O)/C=C/c3cccs3)CC2)CC1
14,-0.9,6,.,-1,4,2,-16,2,-6,CCOC(=O)NN1C(=O)c2ccccc2NC1c1ccc(OC)c(OC)c1 (stereo unspecified)
-9,0.4,-3,-2,0,-4,2,-18,4,.,COc1cccc(N2CC(NC(=O)C(=O)c3c(C)[nH]c4ccccc34)CC2=O)c1 (stereo unspecified)
2,-0.7,-8,2,-5,-3,3,-13,3,16,NS(=O)(=O)c1ccc(CCNC(=O)COC(=O)c2nc(Cl)ccc2Cl)cc1
-15,-1.5,-2,-1,53*,-73,.,-12,73*,11,Cc1cccc(Nc2nnc(-c3ccc(N4CCOCC4)c([N+](=O)[O-])c3)c3ccccc23)c1
.,0.8,-5,-5,15,20,-7,12,-20,119*,Oc1c(Br)cc(Br)c(/C=N/n2c(-c3ccccc3)n[nH]c2=S)c1Br
20,0.7,-1,-1,0,8,-6,-3,-8,.,Cc1nonc1C(=O)N/N=C/c1cccc(O)c1
7,-1.5,-2,-5,1,-1,-4,-9,1,8,N#CCCN(C(=O)COC(=O)C1CCN(S(=O)(=O)c2ccc3c(c2)OCCO3)CC1)c1ccccc1
5,-1.1,-10,-2,.,19,-8,20,-19,3,Cc1ccc([C@H]2C(C(=O)O)=CC[C@@H](c3ccc(C(C)C)cc3)N2S(=O)(=O)c2ccc(C)cc2)cc1
7,-1.0,-1,1,-2,-13,6,-7,13,-8,C=CCSc1nc(N(CC)CC)c2sccc2n1
4,-1.0,0,-3,-4,-5,-1,-4,5,-19,COc1ccc(Br)cc1S(=O)(=O)NCc1ccccn1
3,-0.5,-3,-2,1,16,-4,4,-16,0,COc1ccc(CCN=C(N)NS(=O)(=O)c2ccc3ccccc3c2)cc1
7,-0.7,-9,.,0,4,2,-8,-4,-5,CCc1ccc(NC(=O)COc2ccc3c(c2)OCO3)cc1
49,-2.5,7,-1,5,18,-3,-2,-18,26,Cc1ccc(C(=O)N/N=C/c2ccc3c(c2)OCO3)o1
-17,-0.3,-7,-1,0,-39,1,-14,39,-2,CC(=O)Nc1c(Br)cc2c(c1Br)Cc1cc(Br)ccc1-2
-8,-2.0,6,-6,1,4,-2,-8,-4,7,O=C(NC1c2ccccc2-c2ccccc21)c1ccccc1
2,-1.8,-14,-3,1,-12,-2,2,12,10,Cc1cc(OCC(=O)Nc2cccc(S(=O)(=O)NC3=NCCCCC3)c2)ccc1Cl
-6,-1.5,-6,-2,0,8,11,11,-8,-11,O=C(N/N=C/C=C/c1ccc2c(c1)OCO2)C(O)c1ccccc1 (stereo unspecified)
-1,0.0,2,39*,4,24,3,-8,-24,-6,O=C1CN(C(=O)COC(=O)C23CC4CC(CC(O)(C4)C2)C3)c2ccccc2N1
-76,-2.6,6,-2,11,33,-1,-14,-33,30,Cc1ccnc2c1ccc1c(C)ccnc12
5,-1.0,-5,-4,2,-2,3,20,2,-13,COc1cc2c(cc1OC)CN(CC(=O)Nc1cccc([N+](=O)[O-])c1)CC2
8,-1.8,1,-9,.,1,-5,-10,-1,21,CC(CCC(=O)O)(c1ccc(O)cc1)c1ccc(O)cc1
14,-1.5,6,-4,0,35,-2,-7,-35,-11,CCNC(=S)NCc1ccc2c(c1)OCO2
-17,-10,-15,-1,0,20,1,-5,-20,-3,CN(C)CCOc1nc(-c2ccccc2)nc2c1oc1ccccc12
.,2.6,9,3,-1,26,-5,-12,-26,-11,O=C(Cc1ccccc1[N+](=O)[O-])NCCc1ccc(F)cc1
-3,1.0,-4,-1,-4,-14,1,-8,14,-2,O=C(NCCN1CCN(c2ccccc2)CC1)C1CCN(S(=O)(=O)c2cccc3nsnc23)CC1
-54,0.4,-4,-2,118*,9,23,-15,-9,-54,CCN(CC)CCNc1cc(C)nc2c1C(=O)C(=O)C=C2N1CCCCC1
20,-0.5,3,-1,2,4,7,0,4,-9,Oc1[nH]c2ccccc2c1N=Nc1ccccc1
7,-1.6,-6,-1,11,-35,1,-15,35,-20,COc1ccc(-c2noc(CNC(=O)CCCN3C(=O)[C@H]4CC=CC[C@H]4C3=O)n2)cc1

# The list continues:
MITF act,CAL PDZ FP-1,dFosB act,CAL PDZ FP-2,NSD2 HMT inh,SR-BI uptake up,Rtt109 Vps75,PvdQ inh,SR-BI HDL uptake,PfHsp90 set2,molecule
-4,-1.3,2,-2,0,-7,-3,-8,7,-14,CC1(C)C(=O)C2(CCCCC2)C(=O)OC1c1cccn1-c1ccc([N+](=O)[O-])cc1 (stereo unspecified)
69,.,-14,5,8,-13,5,-4,13,-11,O=C(NC(=S)Nc1ccc(N2CCCCC2)cc1)c1cccs1
7,0.1,-5,0,.,17,-2,-2,-17,13,Cc1ccc(Nc2nc(-c3ccc(C)cc3)c(CC(=O)O)s2)cc1
-8,0.0,-7,.,-1,-7,10,4,7,-34,CC(=O)Nc1ccc(N2C(=O)CSC2c2ccccc2[N+](=O)[O-])cc1 (stereo unspecified)
44,-3.7,-2,-2,0,-16,2,-6,16,-7,CCOC(=O)c1sc(NC(=O)C2CCC2)cc1C
9,-2.8,-5,-2,-1,-6,-14,-8,6,.,N/C(=N\OC(=O)c1ccc(Cl)cc1)c1ccccn1
-8,-0.5,2,-1,0,26,2,7,-26,10,CCOC(=O)CSc1nc(-c2ccccn2)ncc1OC
0,0.3,0,11,12,14,-11,-13,-14,-14,S=c1[nH]c2ncccc2o1
.,0.7,3,.,-2,27,-1,-9,-27,22,COc1cccc(C2(O)CCN(C(=O)Cc3cccnc3)CC2)c1
3,-0.1,-2,-3,.,12,-37,-7,-12,10,O=CNc1ccccc1

# Compound profiles (already shown).
# COc1cc(NC(=O)c2ccc(F)cc2)c(OC)cc1NC(=O)CN1CCOCC1 across the screens: MITF act: 7; CAL PDZ FP-1: -0.1; dFosB act: 2; CAL PDZ FP-2: 7; NSD2 HMT inh: 2; SR-BI uptake up: -16; Rtt109 Vps75: .; PvdQ inh: 4; SR-BI HDL uptake: 16; PfHsp90 set2: -7
# Cn1c(C(=O)OC(C(=O)NCC2CCCO2)c2cccnc2)cc2sccc21 (stereo unspecified) across the screens: MITF act: 8; CAL PDZ FP-1: -3.8; dFosB act: -7; CAL PDZ FP-2: -4; NSD2 HMT inh: 23; SR-BI uptake up: 25; Rtt109 Vps75: -3; PvdQ inh: 3; SR-BI HDL uptake: -24; PfHsp90 set2: -7
